Screens: PubChem BioAssay, National Center for Advancing Translational Sciences (NCATS)
ERG-DNA inh: inhibitors of human ERG Ets domain-DNA interaction; P11308; fluorescence polarization, His-ERG Ets domain / labelled DNA; Potency, µM (doses to about 76.9 µM), inactives show at the highest dose FP activity, negative = inhibition, actives largely listed as inhibitors; 370,000 compounds, 0.028% hits; active = well fitted inhibition curve with a large enough effect in the polarisation, with a control signal flat; inconclusive = small, poorly fitted or top-dose-only effect, or effect the other way, or a change in a side signal; inactive = no such curve, though single readings can be large or run the other way; the % refers to the polarisation;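 also: polarization taken with two DNA probes labelled with fluorescein and Texas red; potency is read from the fitted curve at half-maximal effect; % of control where 0% means no effect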
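His-tagged ERG Ets domain (1 uM in the protein solution; 300mM KCl, 50mM Tris-HCl, 1mM EDTA, 1mM DTT, pH 7.5) received compound, then a probe mix of 5 nM fluorescein-DNA and 100nM Texas-615-DNA. Fluorescence polarization was read for both dyes.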
PGK inhibitor: blocks T. brucei phosphoglycerate kinase | Potency, µM (highest dose often 57.5 µM), inactives show at the highest dose activity change, negative = inhibition, actives largely listed as inhibitors | 380,000 compounds, 0.043% hits | PGK/GAPDH coupled, Kinase-Glo luminescence, 60 min | AID 602233; also: potency is read from the fitted curve at half-maximal effect; % is scaled to controls: 0 for no effect and ±100 for the full control effect; nearly all actives have a fitted effect of over 60% in size
Target sequence (P07378 whole entry, looked up): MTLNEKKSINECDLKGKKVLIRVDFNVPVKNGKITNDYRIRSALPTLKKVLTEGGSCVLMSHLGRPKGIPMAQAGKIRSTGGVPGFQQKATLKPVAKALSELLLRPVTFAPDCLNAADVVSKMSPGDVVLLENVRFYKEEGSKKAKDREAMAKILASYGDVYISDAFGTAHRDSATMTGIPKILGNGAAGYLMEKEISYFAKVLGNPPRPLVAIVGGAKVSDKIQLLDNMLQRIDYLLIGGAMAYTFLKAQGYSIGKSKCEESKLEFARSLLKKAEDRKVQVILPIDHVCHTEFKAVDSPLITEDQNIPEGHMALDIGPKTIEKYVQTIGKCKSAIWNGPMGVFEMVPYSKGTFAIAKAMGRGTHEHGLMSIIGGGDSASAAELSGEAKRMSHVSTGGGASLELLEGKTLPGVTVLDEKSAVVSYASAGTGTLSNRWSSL
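Luminescent ATP detection (Kinase-Glo Plus) follows a 60-minute room-temperature incubation, with wells lacking PGK as controls. Buffer: 100 mM TEA (pH 7.6), 5 mM MgCl2, 0.01% Tween-20. Coupling enzyme GAPDH (100 nM final) supplies unstable 1,3-BPG in-well.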
JMJD2A Tudor: blocks the human JMJD2A Tudor domain; O75164; AlphaScreen JMJD2A-Tudor / H3K4me3 peptide binding; Potency, µM (highest dose often 114 µM), inactives show at the top dose activity change, negative = inhibition, most hits filed as inhibitors; 390,000 compounds, 4.4% hits; AID 504339; also: potency is read from the fitted curve at half-maximal effect; % is scaled to controls: 0 for no effect and ±100 for the full control effect; nearly all actives have a fitted effect of over 50% in size
HP1b binding inh: blocks HP1-beta chromodomain binding to methylated histone tails. 390,000 compounds, 0.56% hits. Potency, µM (doses to about 114 µM), for the others: top-dose activity change, negative = inhibition, usual class: inhibitors. AID 540317. AlphaScreen HP1-beta / biotin-H3K9me3 peptide binding; also: potency is read from the fitted curve at half-maximal effect; nearly all actives have a fitted effect of over 70% in size; inactives centre near 23
Target sequence (P83916 whole entry, looked up): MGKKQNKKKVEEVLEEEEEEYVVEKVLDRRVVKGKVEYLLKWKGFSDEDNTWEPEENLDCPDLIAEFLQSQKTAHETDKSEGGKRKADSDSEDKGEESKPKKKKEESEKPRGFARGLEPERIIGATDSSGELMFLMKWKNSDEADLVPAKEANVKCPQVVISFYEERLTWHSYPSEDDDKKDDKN
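HP1-beta protein (50 nM final) preincubated 30 min at room temperature with biotinylated H3(1-18)K9me3 peptide (50 nM) in PBS pH 7.4, 0.01% Tween-20, then compound added for 30 min. AlphaScreen streptavidin donor/nickel chelate acceptor beads (10 ug/mL final), 30 min dark, luminescence read.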
G9a inh: G9a (human) methyltransferase inhibition; Q96KQ7; G9a H3K9 monomethylation, AlphaScreen, 2 h; Potency, µM (series often up to 102 µM), inactives show at the top dose activity, negative = inhibition, usual class: inhibitors; 350,000 compounds, 8.8% hits; also: potency is read from the fitted curve at half-maximal effect; % is scaled to controls: 0 for no effect and ±100 for the full control effect; nearly all actives have a fitted effect of over 75% in size
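Enzyme 20 nM + cpd, 15 min RT; add b-H3K9 pep 500 nM / SAM 20 uM; 2 h RT; anti-H3K9me1 Ab 0.5 ug/mL + SA donor / anti-rabbit acceptor beads 20 ug/mL each, 10 min; AlphaScreen read.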
PI4K2A block: inhibitors of human PI4K2A; Q9BTU6; purified PI4K2A, ADP-Glo luminescence, 1 h; active compounds read low; activity change, negative = inhibition, % at 76.9 µM; 420,000 compounds, 0.13% hits; AID 1346378; in the data active = activity change below about -50%; inconclusive = mostly about -30% to -49%;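 also: -100% = wells without enzyme as full effect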
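ADP-Glo luminescence measured ADP generated by PI4K2A enzyme (4 ug/mL before mixing) with 1.2 mM PI substrate (pre-mix) and 300 microM ATP (pre-mix). Tris pH7.5 buffer with MgCl2, Triton X-100; 1 h reaction at ambient temperature.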
Pin1 inhibitor: inhibitors of human Pin1; 390,000 compounds, 0.009% hits; Q13526; Potency, µM (doses to about 115 µM), without a hit: top-dose activity, negative = inhibition, actives largely listed as inhibitors; Pin1 FP peptide displacement, HiFluor488, 10 min; AID 504891; active = well fitted inhibition curve with a large enough effect in the polarisation, with a control signal flat, not every such curve was filed as active; inconclusive = small, poorly fitted or top-dose-only effect, or effect the other way, or a change in a side signal; inactive = no such curve, though single readings can be large or run the other way; the % refers to the polarisation; also: potency is read from the fitted curve at half-maximal effect; % is scaled to controls: 0 for no effect and ±100 for the full control effect
Target sequence (Q13526 whole entry, looked up): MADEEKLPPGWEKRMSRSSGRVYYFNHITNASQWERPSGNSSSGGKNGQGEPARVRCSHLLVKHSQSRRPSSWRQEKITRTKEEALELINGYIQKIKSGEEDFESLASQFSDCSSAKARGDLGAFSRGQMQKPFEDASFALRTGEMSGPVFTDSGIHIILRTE
GLS inh: inhibitors of human glutaminase (GLS). 410,000 compounds, 0.21% hits. GLS enzymatic activity, qHTS titration. Potency, µM (series often up to 45.5 µM), for the others: top-dose activity change, negative = inhibition, hits mostly inhibitors. O94925; also: potency is read from the fitted curve at half-maximal effect; % is scaled to controls: 0 for no effect and ±100 for the full control effect
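Compounds were pin-transferred onto hKGA, after which L-glutamine (1 mM solution) and a detection mix of glutamate oxidase, HRP and Amplex Red were added. Initial and 30 min RT fluorescence reads were collected.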
BAZ2B inh: blocks human BAZ2B | AlphaScreen BAZ2B-H3K14Ac peptide displacement | Potency, µM (top dose mostly 114 µM), inactives show at the highest dose activity change, negative = inhibition, actives largely listed as inhibitors | AID 504333 | Q9UIF8 | 360,000 compounds, 4.4% hits; also: potency is read from the fitted curve at half-maximal effect; % is scaled to controls: 0 for no effect and ±100 for the full control effect; nearly all actives have a fitted effect of over 60% in size
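Complex of BAZ2B and biotin-H3K14Ac (50 nM apiece) forms over 30 min at RT, then faces library compounds up to 110 uM for another 30 min; AlphaScreen beads added, 20 min dark incubation, luminescence read.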
An asterisk follows results filed as active; i = inactive; ? = inconclusive; . = not tested or not shown; [ ] = remark or other dose. Unless noted, calls follow the shape of the dose curve; as a rule, active = well fitted curve in the direction sought with a large enough effect; inconclusive = small, poorly fitted or top-dose-only effect, or another doubt; inactive = no such curve, though single readings can be large; an effect the other way counts as inactive or inconclusive. Random draw from the library; any-hit rate near 11%.

canonical_smiles	ERG-DNA inh	PGK inhibitor	JMJD2A Tudor	HP1b binding inh	G9a inh	PI4K2A block	Pin1 inhibitor	GLS inh	BAZ2B inh
O=P(CCN1CCCCC1)(c1ccccc1)c1ccccc1	-11%	-7%	-24%	5%	-12%	-6	2%	8%	-5%
CC(=O)c1ccc(S(=O)(=O)N2CCC(c3nc4ccccc4[nH]3)CC2)cc1	-11%	-1%	-2%	19%[57 µM]	-9%	-1	-1%	15%	-1%
N#Cc1cnn2cc(CCN3CCOCC3)c(-c3ccc(F)cc3)nc12	10%	-10%	-4%	61%[activator]	6%	3	-9%	0%	4%
CN(NC1OC(=O)c2ccccc21)c1ncc(Cl)cc1C(F)(F)F (stereo unspecified)	-13%	i	-13%	13%	17%	0	-4%	4%	-3%
Cc1occc1C(=O)N/N=C/C1=C(N2CCOCC2)C(=C/c2ccc(Cl)cc2Cl)/CC1	4%	0%	-19%	24%	.	-2	?	7%	.
COc1ccc(C[C@H]2CN3C(=NC[C@H]3Cc3ccccc3)N2CCNC(=O)CCC2CCCCC2)cc1	-10%	-9%	?	15%	9%[59 µM]	-5	1%	1%	?
CCN(CC)CCCN(Cc1cc2cc(OC)c(OC)cc2[nH]c1=O)C(=O)Nc1ccccc1	7%	i	2%	17%	-30%	2	3%	2%	2%
COc1ccc(NC(=O)CSc2nc(-c3ccc(OC)cc3)[nH]c2-c2ccc(OC)cc2)cc1	0%	-1%	-24%	13%	-4%[59 µM]	0	4%	0%	-4%
CC(=O)C1=C(C)N(CC2CC2)C(=O)N[C@H]1c1ccc(Br)cc1	-10%	-8%	-8%	34%	-31%	0	-2%	-1%	-4%
COC(=O)c1cc(C)sc1NC(=O)CC1Nc2ccccc2NC1=O (stereo unspecified)	-2%	5%	-24%	9%	50µM*	-2	?	22%	.
O=C(Nc1cccc2ccccc12)c1cccc([N+](=O)[O-])c1	-6%	.	-14%	29%	7%	-1	-7%	0%	5%
Cc1cccc(N(CC(=O)N2CCCC2)S(=O)(=O)c2ccccc2)c1C	.	.	-14%	8%	-25%[59 µM]	5	2%	7%	4%
O=c1[nH]c(/C=C/c2cccc3ccccc23)nc2ccccc12	13%	4%	0%[57.1 µM]	48%[activator]	32%	-2	?	-4%	-14%
CCc1ccc(CN(C)C(=O)c2cc(COc3cccc(C(F)(F)F)c3)on2)nc1	7%	-5%	14%	31%[activator]	168%[activator]	-4	1%	1%	20%
FC(F)(F)c1nnc2c(Sc3ccccn3)nc3ccccc3n12	-2%	-9%	60%[activator]	39%[activator]	-1%	6	-2%	-2%	8%
Cc1cccc(NC(=S)N/N=C/c2cccc(O)c2)c1C	-8%	-7%	-13%	19%	1%	1	-8%	18%	-29%
CC(C)(C)NS(=O)(=O)c1ccc(OCC(=O)NCCC2=CCCCC2)cc1	-13%	-6%	9%	38%[activator]	11%	1	0%	.	-6%
CC(=O)c1ccc(N2CCN(C(=O)CCC(=O)c3cccs3)CC2)cc1	7%	i	-22%	78%[activator]	12%	-4	-7%	0%	-3%
O=C(COc1cccc(F)c1)Nc1nc(-c2ccncc2)cs1	1%	-2%	-21%	29%	24%[12.7 µM]	-8	36%[activator]	-12%	2%
COc1ccc(Cl)cc1NC(=O)Cn1nc(Cc2ccncc2)c2ccccc2c1=O	-1%	-10%	-18%	80%[activator]	-39%[59 µM]	6	-4%	6%	-21%
O=C1c2ccccc2C(=O)N1Cc1nc2ccccc2c(=O)n1CCCN1CCOCC1	-6%	i	-21%	19%	?	5	0%	7%	-3%
Cc1c(Br)c([N+](=O)[O-])nn1C(C)C(=O)N1CCc2ccccc2C1 (stereo unspecified)	0%	-7%	-12%	22%	37%	-1	-3%	-2%	-27%
CCOc1ccc(S(=O)(=O)N(CC)CC(=O)NCc2cccnc2)cc1C	19%	i	6%	33%[activator]	18%	-4	6%	0%	-15%
Cc1ccc(-n2c(=O)cc(NCc3cccnc3)[nH]c2=O)cc1	0%	-7%	-7%	15%	.	-1	-2%	1%	-4%
CN(C)C(=O)c1ccc(NC(=O)CSc2nc3ccccc3[nH]2)cc1	1%	12%	-6%	19%	1%	0	2%	-2%	-1%
CCO[C@H]1OC(C(=O)N2CCN(C)CC2)=C[C@@H](c2csc3ccccc23)[C@@H]1CCCO	-13%	-10%	-18%	18%	21%[59 µM]	-4	3%	0%	-12%
COc1ccccc1C/C(N)=N/OC(=O)COc1cccc(C)c1C	-7%	-10%	183%[activator]	216%[activator]	93%[activator][59 µM]	0	-1%	-15%	144%[activator]
CC12CCC(C(=NO)C1=NO)C2(C)C (stereo unspecified)	-10%	7%	?	3%	.	4	-2%	-1%	.
COc1ccc(Cl)cc1NC(=O)CSc1nnc(-c2ccco2)o1	8%	-5%	-6%	31%	.	2	-5%	13%	-4%
COc1cccc(/C=C2\SC(N)=NC2=O)c1OS(=O)(=O)c1ccccc1	1%	1%	-1%	37%	-2%	-5	28%	14%	-1%
C=CCN1C=C2C(=O)C(C)(OC(=O)C3CCCC3)C(=O)C(c3ccccc3)=C2C=C1CCCC(=O)OC (stereo unspecified)	-6%	-9%	-26%	24%	-39%[59 µM]	-5	?	-2%	-35%
Clc1ccc(CNc2ccccc2NCc2ccc(Cl)nc2)cn1	3%	-1%	?	1%	3.2µM*	-4	11%	13µM*	?
COCCNS(=O)(=O)c1cc(OC)c(C)cc1C	3%	-1%	-11%	38%	-5%[0.501 µM]	4	7%	-13%	-1%
O=C(NCc1nnc(SCC(=O)N2CCN(c3ccccc3)CC2)o1)c1ccccc1	-2%	-5%	7%	23%	36%	-3	-2%	15%	2%
CCC(C)NC(=O)c1ccc(-n2c(=S)[nH]c3ccccc3c2=O)cc1 (stereo unspecified)	12%	i	-4%	37%	-28%	-2	-3%	-21%	-17%
CC1(c2ccc3ccccc3c2)NC(=O)N(CC(=O)N2CCN(Cc3ccccc3)CC2)C1=O (stereo unspecified)	-7%	8%	-27%	41%[activator]	25%[12.7 µM]	1	1%	0%	-36%
CC(C)C(NC(=O)C1CC(=O)N(Cc2ccccc2)C1)c1nc2ccccc2[nH]1 (stereo unspecified)	0%	i	-1%	5%[57 µM]	.	2	-9%	?	.
COc1cccc(C(=O)OCc2ccccc2C#N)c1O	3%	6%	13%[57.1 µM]	39%[activator]	-19%[59 µM]	-3	3%	-5%	-1%
CC(C)N1CCC(N2CCN(Cc3ccc4nsnc4c3)CC2CCO)CC1 (stereo unspecified)	-12%	-4%	-9%	62%[activator]	3%	1	2%	1%	-2%
Nc1cc(C(=O)N2CCCC2)cc(C(=O)N2CCCC2)c1	.	.	-7%	13%	11%[12.7 µM]	0	-3%	4%	-3%
CCc1ccc(NC(=O)C2CCCN2S(=O)(=O)c2cccc3nsnc23)cc1 (stereo unspecified)	-4%	-10%	-30%	26%	-7%[59 µM]	-2	-1%	-3%	-35%
O=C(NNC(=O)C1CCN(c2ncccn2)CC1)c1ccccc1	3%	-7%	-11%	49%[activator]	.	-4	-1%	2%	-1%
CC1CCCCN1C(=O)CNCc1ccc(F)cc1 (stereo unspecified)	7%	-3%	3.2µM*	?	?	2	-1%	15%	79µM*
Cc1ccc2c(CNCc3ccccc3)cc(=O)oc2c1	0%	-1%	?	18%	?	1	1%	0%	-20%
Cc1ccc(C(=O)COC(=O)c2cc(Cl)ccc2O)cc1[N+](=O)[O-]	1%	-9%	-16%	9%	24%	5	1%	-2%	-22%
COc1ccc(COCC(O)CN2CCC(CN3C(=O)c4cccc5cccc(c45)C3=O)CC2)cc1OC (stereo unspecified)	3%	0%	-20%	7%	79µM*	6	-11%	9%	-38%
Cc1sc(NC(=O)c2ccccc2)c(C(=O)N2CCN(C)CC2)c1C	-3%	-4%	-10%	8%	4%[12.7 µM]	4	-2%	9%	8%
CCn1c(CC(=O)Nc2ccc(Cl)c(Cl)c2)nnc1SCc1ccc(Cl)cc1	4%	-1%	-17%	13%	-8%[59 µM]	-16	-4%	6%	-4%
Cc1cccc(Cn2c(=O)n(-c3ccc(Cl)c(Cl)c3)c(=O)c3c(C)c(C)sc32)c1	-1%	.	-3%	35%	2%[59 µM]	1	-2%	-2%	0%
CC(CCC(=O)O)C1CCC2C3CC(O)C4CC(O)CC[C@]4(C)C3CCC12C (stereo partly specified)	-24%	-8%	-1%	39%	.	4	3%	-3%	.
CC1CC(C)CN(S(=O)(=O)c2ccc3c(c2)n(C)c(=O)c(=O)n3C)C1 (stereo unspecified)	2%	-6%	-1%	18%	.	5	-3%	0%	-3%
COc1cc2c(cc1OC)C1C/C(=N\O)C(CC(C)C)CN1CC2 (stereo unspecified)	-5%	-7%	-22%	44%[activator]	3%	1	-6%	9%	-5%[57.1 µM]
COc1ccccc1N1CCN(S(=O)(=O)CCNC(=O)CCCc2ccccc2)CC1	0%	-1%	-19%	4%	-31%	0	-5%	16%	-3%
